NPY-Y2 antag – blocks the human neuropeptide Y Y2 receptor; P49146; NPY-Y2 expressing cells, antagonist mode; inhibition, % at 2.7 µM; hit rate 0.99% among 140,000; in the data active means inhibition above about 17%;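 further: 0% = vehicle with agonist challenge and 100% = reference antagonist with challenge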
Target sequence (P49146 whole entry, looked up): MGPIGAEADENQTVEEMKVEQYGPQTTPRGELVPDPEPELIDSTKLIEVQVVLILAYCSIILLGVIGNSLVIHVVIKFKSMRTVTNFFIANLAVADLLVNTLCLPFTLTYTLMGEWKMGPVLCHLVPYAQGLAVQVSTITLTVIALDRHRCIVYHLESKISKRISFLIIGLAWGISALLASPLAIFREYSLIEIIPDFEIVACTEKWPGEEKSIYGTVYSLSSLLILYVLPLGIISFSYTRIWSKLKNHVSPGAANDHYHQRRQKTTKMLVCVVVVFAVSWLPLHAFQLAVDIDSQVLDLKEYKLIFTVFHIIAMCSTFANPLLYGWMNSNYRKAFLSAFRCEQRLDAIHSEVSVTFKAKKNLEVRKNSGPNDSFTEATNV
Phagocytosis inh – inhibitors of macrophage phagocytosis | AID 1029 | inhibition, % at 5 µM | hit rate 0.07% among 110,000 | J774A.1 macrophage IgG-bead phagocytosis, imaging;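 active means inhibition above the mean of the plate negative controls plus 5 SD, cut at about 13% in these data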;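 further: phagocytic index as fraction of beads internalized from green versus red external bead signal; plate controls were DMSO negative control for no effect and cytochalasin-D positive control for full effect; some results beyond the cut were filed as inactive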
PTEN del growth – suppresses growth of cells with PTEN deletion | AID 827 | viability, % at 10 µM | HCT116 PTEN-null viability, CellTiter-Glo, 60 h; stronger effect = lower value | hit rate 1.2% among 140,000;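 active means viability at or below a set limit, 4 SD under the median of all tested compounds, cut at about 3.7% in these data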;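 further: PTEN knockout HCT116 line with beta catenin targeted HCT116 as companion control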
Yeast lifespan up – extends the lifespan of yeast; S. cerevisiae growth with nicotinamide, OD615; deaD strain in restrictive glucose medium; inhibition of the nicotinamide effect, % at 10 µM; hit rate 0.68% among 130,000; AID 775;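 active means inhibition above a set limit, placed 3 SD over the median of all compounds, cut at about 26% in these data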;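 further: 0% = nicotinamide-treated wells and 100% = cells grown without nicotinamide; some compounds called inactive have numbers as strong as hits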
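Material: Modified budding yeast, DeaD strain | Medium: Restrictive glucose medium | Probe or stimulus: 1.5 mM nicotinamide | Dosing: Single dose 10 µM compound, 0.25% DMSO | Times: 48 h at 30 °C | Technique: OD615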
Measles CPE – protection of cells from measles virus; Measles virus-infected cells, CPE protection, absorbance; protection (pct of control), % at 4 µM; hit rate 1.5% among 140,000; AID 841; in the data active means protection mostly above about 24%, no sharp cut-off; inactive means mostly below about 26%; further: some compounds called inactive have numbers as strong as hits
E-sel TNF inh – blocks E-selectin expression induced by TNF alpha; HUVEC TNFa-induced E-selectin immunofluorescence, high content; inhibition, % at 2 µM; hit rate 0.71% among 120,000; AID 1246;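 active means inhibition above the batch mean plus 3 SD, and confirmed as a hit on visual image review, cut at about 43% in these data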;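 further: 0% = TNF-stimulated DMSO wells and 100% = unstimulated control wells; not every result past the cut was called active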
bCat KO growth – beta-catenin-lacking colon tumor cell growth suppression; HCT116 beta-catenin knockout viability, CellTiter-Glo, 60 h; stronger effect = lower value; viability, % at 10 µM; hit rate 1.5% among 140,000;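 active means viability at or under a set limit, the compound median less 4 SD, cut at about 6% in these data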;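 further: 0% = Hyamine 1622 control at 20 µM and 100% = untreated cell control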
GALR2 antag – GALR2 (human) receptor antagonism | GALR2-expressing cells, antagonist mode | inhibition, % at 4 µM | hit rate 0.39% among 140,000 | AID 828; in the data active means inhibition above about 27%;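 further: cells stimulated with galanin 1-16 at roughly its EC80; 0% = agonist challenge control and 100% = basal control without agonist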
Target sequence (O43603 whole entry, looked up): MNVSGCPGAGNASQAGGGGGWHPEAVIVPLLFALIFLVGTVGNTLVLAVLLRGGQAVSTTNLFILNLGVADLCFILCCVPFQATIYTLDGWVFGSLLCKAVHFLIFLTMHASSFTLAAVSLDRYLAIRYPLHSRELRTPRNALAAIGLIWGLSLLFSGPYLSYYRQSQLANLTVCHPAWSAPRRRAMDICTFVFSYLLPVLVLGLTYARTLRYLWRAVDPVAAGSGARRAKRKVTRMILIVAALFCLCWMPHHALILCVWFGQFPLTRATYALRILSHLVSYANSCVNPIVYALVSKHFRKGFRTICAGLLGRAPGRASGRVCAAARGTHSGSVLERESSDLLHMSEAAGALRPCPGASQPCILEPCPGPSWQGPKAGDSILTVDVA
MRP1 act – MRP-1 activation; H69AR cells + doxorubicin, viability rescue, CellTiter-Glo; viability increase, % at 10 µM; hit rate 0.61% among 140,000; AID 799;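 active means viability gain under doxorubicin at or above a set limit, the compound median plus 3 SD, cut at about 4.7% in these data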;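 further: MRP-1 overexpressing cells given doxorubicin 25 µM after compound pretreatment; 18-22 h compound pretreatment then 72 h with doxorubicin before readout; 0% = doxorubicin-only wells and 100% = vehicle-treated cells without doxorubicin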
Yeast growth inh – reduces growth of yeast BB579 in restrictive medium. inhibition, % at 10 µM. hit rate 0.51% among 140,000. S. cerevisiae BB579 growth, OD615, 48 h;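 active means inhibition above a set limit, 3 SD over the mean compound inhibition, cut at about 44% in these data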; further: inactives centre near -24
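Detection: OD615 turbidity measurement; Material: Saccharomyces cerevisiae DeaD strain BB579, replicative lifespan model yeast; Timing: 48 h exposure, 30 °C; Doses: single 10 µM dose; Medium: CSMM-D restrictive synthetic medium containing dextrose (glucose); Controls: amphotericin B at 10 µg/mL as positive control.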
Numbers without * were called inactive; . = no result given.

SMILES | NPY-Y2 antag | Phagocytosis inh | PTEN del growth | Yeast lifespan up | Measles CPE | E-sel TNF inh | bCat KO growth | GALR2 antag | MRP1 act | Yeast growth inh
O=C(c1ccc(Cn2c(=O)[nH]c3ccccc3c2=O)cc1)N1CCN(c2ccc(Cl)cc2)CC1 | -1 | 0 | 15 | -7 | 5 | . | 16 | -11 | -2.7 | -69
CC(=O)Nc1ccc(OC(=O)c2cccnc2)cc1 | 2 | -5 | 94 | -6 | 11 | -7 | 104 | -3 | -3.8 | 26
Cc1nn(Cc2ccc(C(=O)Nc3ccccc3C(F)(F)F)o2)c(C)c1Br | 0 | . | 45 | 17 | 2 | -14 | 52 | 11 | -0.5 | -30
O=c1oc2ccccc2c(Nc2ccc3ccccc3c2)c1[N+](=O)[O-] | 0 | 2 | 35 | -21 | 15 | 1 | 46 | 8 | -5.8 | -28
Cc1cc(NC(=O)c2ccc(S(=O)(=O)N3CCOCC3)cc2)nc2c1c(=O)oc1ccccc12 | 1 | . | 81 | -17 | 8 | -19 | 96 | 1 | -0.6 | -42
COc1cc2c(cc1NC(=O)C(C)Sc1ccc(C)cc1)oc1ccccc12 (stereo not given) | 2 | 0 | 83 | -5 | 10 | -40 | 100 | 6 | 2.3 | -49
O=C(Cn1ncc2ccccc21)N1CCc2ccccc21 | 6 | 0 | 78 | -3 | 45* | -26 | 75 | 12 | -1.0 | -24
Cc1cccc(C(=O)NC2CC(C)(C)NC(C)(C)C2)c1 | 2 | -1 | 92 | -3 | 3 | . | 90 | 11 | -0.1 | -27
Cc1nn(-c2ccccc2)c(C)c1/C=N/NC(=O)c1cc(-c2cccs2)[nH]n1 | 8 | 13 | 16 | -2 | 11 | . | 21 | 22 | 0.6 | -35
CCOC(=O)CCn1nc(-c2ccc(Cl)cc2)cc1N | -2 | -1 | 92 | -8 | 7 | . | 91 | -4 | 2.0 | 2

Some of the entries above in a different format:
SMILES,NPY-Y2 antag,Phagocytosis inh,PTEN del growth,Yeast lifespan up,Measles CPE,E-sel TNF inh,bCat KO growth,GALR2 antag,MRP1 act,Yeast growth inh
CC(=O)Nc1ccc(OC(=O)c2cccnc2)cc1,2,-5,94,-6,11,-7,104,-3,-3.8,26
Cc1nn(Cc2ccc(C(=O)Nc3ccccc3C(F)(F)F)o2)c(C)c1Br,0,.,45,17,2,-14,52,11,-0.5,-30

Next part.
SMILES | NPY-Y2 antag | Phagocytosis inh | PTEN del growth | Yeast lifespan up | Measles CPE | E-sel TNF inh | bCat KO growth | GALR2 antag | MRP1 act | Yeast growth inh
Oc1ccc2[nH]ccc2c1 | 1 | 1 | 111 | 2 | 26 | . | 93 | -2 | -1.9 | -22
Cc1cc(C)nc(SCC(=O)N/N=C/c2cccc([N+](=O)[O-])c2)n1 | 0 | -7 | 97 | 3 | 49* | -29 | 106 | 7 | -0.1 | -23
CCCCc1nnc(NC(=O)C=C(C)C)s1 | 3 | . | 101 | -8 | 7 | -2 | 94 | 0 | -2.5 | -24
CC(CN(C(N)=O)c1ccccc1O)C(=O)O (stereo not given) | 2 | . | 94 | -12 | 10 | 2 | 89 | 1 | -0.3 | -7
Cc1ccc2cc3cc(C(=O)N4CCN(C(=O)c5ccco5)CC4)sc3nc2c1 | 4 | -1 | 101 | -11 | 3 | -57 | 99 | 1 | -1.9 | 0
CC(=O)Nc1ccc(N2CCN(Cc3ccccc3F)CC2)cc1 | 1 | 0 | 100 | -14 | 3 | -22 | 95 | 7 | 0.6 | -2
COCCn1c(SCC(=O)Nc2ccc(Cl)c(S(=O)(=O)N(C)C)c2)nc2ccccc21 | 0 | 0 | 74 | -6 | 6 | -20 | 67 | -6 | 0.8 | 9
O=C(NCC1COc2ccccc2O1)C1C2C=CC3(CN(Cc4ccccc4Cl)C(=O)C13)O2 (stereo not given) | 2 | 0 | 84 | -6 | 14 | -40 | 100 | 1 | 0.1 | -8
CCCC(c1nnnn1CCOC)N1CCN(Cc2ccccc2)CC1 (stereo not given) | 4 | . | 105 | . | 23 | -16 | 93 | -5 | -0.9 | -46
CCOc1ccc(C2C=C(c3ccccc3)Nc3nnnn32)cc1 (stereo not given) | 6 | 0 | 88 | -25 | 4 | -10 | 101 | 14 | 0.7 | -13
Cc1cc(-n2c(C)cc(C(=S)N3CCOCC3)c2C)ccc1Br | 7 | -2 | 57 | 1 | 5 | -26 | 47 | 7 | -0.2 | -16
C/C(CCN1CCCCc2nc(C)c(C)cc21)=N\O[C@H](C)c1cn([C@H](CO)Cc2ccccc2)nn1 | 0 | . | 89 | -1 | 4 | . | 90 | 9 | -2.8 | -22
COc1ccc(N=C2S/C(=C\c3cc(C)n(C)c3C)C(=O)N2CC(C)C)cc1 | -1 | . | 52 | -6 | 3 | -57 | 67 | -9 | -0.9 | -60
CC(=O)N(C)c1ccc(NC(=O)c2ccco2)cc1 | 3 | -1 | 96 | 2 | 0 | -17 | 94 | 1 | -2.5 | -23
CS(=O)(=O)NCCC1=CCCCC1 | 1 | 2 | 96 | -4 | 4 | -20 | 97 | -14 | -1.6 | 18
CC(=O)Nc1ccc(S(=O)(=O)NCC(=O)OCC(=O)N2CCN(c3ccccc3)CC2)cc1 | 1 | -6 | 93 | 0 | 18 | 10 | 82 | -11 | -3.4 | -41
CCOc1ccccc1OCCCC(=O)NC1=NCCS1 | -1 | 0 | 92 | -7 | 11 | . | 95 | 3 | -0.7 | -27
CC1C(=O)CCN(C(C)(C)C)C1C (stereo not given) | 2 | 3 | 108 | -8 | 15 | -7 | 99 | 4 | 0.6 | -17
CCOC(=O)C1CCCN(C(=O)CN2C(=O)c3ccccc3C2=O)C1 (stereo not given) | 1 | 0 | 95 | -2 | 17 | 12 | 100 | 2 | 0.0 | -39
CCc1c(C)nc2c(Br)cccc2c1SCCC#N | 3 | 0 | 76 | -5 | 6 | . | 86 | -11 | -3.9 | -43
Cc1cc(C)n(-c2ccc(C(=O)Nc3ccccn3)cc2)n1 | 0 | 0 | 91 | -15 | 9 | . | 92 | -3 | 0.4 | -5
O=C1c2cnc3nc(SCc4ccccc4)nn3c2CC2c3ccccc3CCN12 (stereo not given) | 12 | -1 | 72 | -3 | 12 | -26 | 70 | -2 | -1.6 | 1
Cn1c(Cn2cnc(Cl)c2Cl)nc2ccccc21 | 1 | 0 | 85 | -3 | 9 | . | 92 | 2 | -2.2 | 9
Cc1cc(C)nc(NC(N)=NC2CCCCC2)n1 | 9 | -8 | 68 | 3 | 6 | . | 75 | 3 | -3.9 | -38
Cc1nn(C)c(C)c1S(=O)(=O)N1CCC(C(=O)NC2CCCCC2)CC1 | -2 | 0 | 99 | -4 | 29 | . | 107 | 11 | -0.2 | -13
O=C(Nc1sccc1C(=O)NCc1ccco1)c1cccnc1 | 3 | 0 | 92 | -16 | 24 | -37 | 95 | 16 | -1.2 | -20
CCOC(=O)N1CCC(NC(=O)c2cccn3c(=O)c4cc(Br)ccc4nc23)CC1 | -2 | 2 | 88 | 3 | 3 | -1 | 85 | 1 | -2.2 | -52
O=C(Cn1nnc(-c2ccccc2)n1)N=Nc1c(O)[nH]c2ccccc12 | 0 | -3 | 110 | -5 | 8 | 10 | 88 | 2 | -2.8 | -25
Cc1cc(C)nc(Sc2nc(Cl)nc(N(c3ccccc3)c3ccccc3)n2)n1 | 2 | . | 99 | 3 | 0 | 2 | 94 | 3 | -2.4 | 2
CC(=O)NC(c1cccs1)c1cc([N+](=O)[O-])c2cccnc2c1O (stereo not given) | 5 | -11 | 3.8* | -4 | 4 | . | 5.6* | 10 | 3.7 | 80*
Cc1c(C#N)c(NC(=O)c2cccc(Cl)c2)n(Cc2ccccc2)c1C | 5 | 2 | 79 | -3 | 12 | -40 | 88 | 0 | -1.9 | -32
O=C1c2ccccc2-c2c1nc1c([n+]2[O-])CCCC1 | 1 | 0 | 72 | -6 | 6 | . | 81 | -7 | -0.8 | -39
Cc1sc2ncnc(NCC(C)(C)N3CCOCC3)c2c1C | 0 | -2 | 42 | -9 | 4 | 14 | 29 | 26 | -4.2 | -6
CC(C)CCn1c(N2CCOCC2)nc2c1c(=O)n(CC(N)=O)c(=O)n2C | 1 | . | 97 | -6 | 20 | 18 | 98 | 0 | -1.3 | 4
COC(=O)c1c(O)cc(C(C)(C)C)n(-c2ccc(F)cc2)c1=O | 3 | -3 | 109 | -1 | 8 | 3 | 88 | -14 | -1.9 | -6
Cc1cc(C(=O)OCC(=O)N2c3ccccc3NC(=O)C2(C)C)c(C)n1-c1ccccc1 | 20* | -3 | 71 | 2 | 10 | . | 70 | -4 | -3.2 | -7
CCCCOP(=O)(c1ccc(N(C)C)cc1)C(O)c1ccccc1F (stereo not given) | -1 | 2 | 110 | -11 | 23 | . | 92 | -1 | -1.3 | -50
O=C(CSc1nc2ccccc2[nH]1)Nc1cc(C(F)(F)F)ccc1N1CCOCC1 | 7 | -1 | 69 | -8 | 4 | 9 | 70 | -1 | -1.6 | -48
Cc1cc(C)nc(SCc2nnc(SCc3ccccc3Cl)o2)n1 | 16 | -1 | 70 | -13 | 5 | -11 | 86 | -3 | -0.7 | -26
CCOc1cc(CNn2nnnc2N)ccc1OCC(=O)NC(C)(C)C | 2 | . | 107 | . | 7 | -48 | 90 | 6 | 0.4 | -52
COc1c(Cl)cc(Cl)cc1C(=O)n1nc(C)cc1C | 2 | . | 87 | . | 12 | 2 | 94 | 2 | -2.0 | 0
O=C(NCc1ccccc1Cl)c1ccccc1CCc1ccccc1 | 8 | 3 | 72 | 32* | 26 | -10 | 76 | 9 | -2.1 | -29
CNC(=O)CN(C1CCCCC1)S(=O)(=O)c1ccc(F)cc1 | 1 | 0 | 84 | -1 | 6 | -8 | 97 | 3 | 0.0 | -26
CCc1nnc(NC(=O)CSc2nccn2-c2cccc(C)c2)s1 | 1 | 0 | 96 | -2 | 18 | -25 | 98 | -5 | 1.6 | -1
CC1=NN(C(N)=S)C(=O)C1N=Nc1c(C)cc(C)cc1C (stereo not given) | 8 | 0 | 86 | -5 | 11 | -8 | 84 | -5 | -3.5 | -12
Oc1ccc2ccccc2c1C=NC12CN3CCN(CN(C3)C1)C2 | 2 | . | 84 | 27 | 12 | . | 81 | 7 | 2.8 | -47
CCOC(=O)C1=C(C)N(C2CCCCC2)C(=O)C1 | 6 | 0 | 98 | -8 | 14 | . | 95 | -3 | -2.9 | -8
COc1ccc(-c2nc3ccccc3s2)cc1O | 1 | . | 79 | -25 | 10 | -17 | 79 | 0 | -5.4 | -46
CN(C)CCNCc1ccc(OC2CCCC2)cc1 | 12 | 0 | 91 | -5 | 6 | 9 | 92 | -1 | -1.8 | 1
O=C(Nc1ccc(-c2nc3ccccc3o2)cc1)c1ccc2c(c1)OCO2 | 2 | -2 | 29 | -9 | 10 | 0 | 55 | -4 | -0.2 | -30
CCC(=O)Nc1ccc(-c2nnc(SCc3ccc(C(=O)Nc4nccs4)cc3)n2CC)cc1 | 2 | -1 | 78 | -22 | 15 | -7 | 84 | -8 | -1.8 | -25
O=CN1CC(=O)N(c2ccccc2)c2c([nH]c3ccccc23)C1 | -2 | . | 96 | -8 | -2 | . | 91 | 7 | -1.3 | -10
